NSD2 HMT inh = blocks human histone methyltransferase NSD2; O96028; NSD2 peptide methylation, AlphaScreen, 120 min; inhibition, % at 12.5 µM; actives 0.54% (n = 310,000); AID 743445; in the data active means inhibition above about 50%
Target sequence (O96028 whole entry, looked up): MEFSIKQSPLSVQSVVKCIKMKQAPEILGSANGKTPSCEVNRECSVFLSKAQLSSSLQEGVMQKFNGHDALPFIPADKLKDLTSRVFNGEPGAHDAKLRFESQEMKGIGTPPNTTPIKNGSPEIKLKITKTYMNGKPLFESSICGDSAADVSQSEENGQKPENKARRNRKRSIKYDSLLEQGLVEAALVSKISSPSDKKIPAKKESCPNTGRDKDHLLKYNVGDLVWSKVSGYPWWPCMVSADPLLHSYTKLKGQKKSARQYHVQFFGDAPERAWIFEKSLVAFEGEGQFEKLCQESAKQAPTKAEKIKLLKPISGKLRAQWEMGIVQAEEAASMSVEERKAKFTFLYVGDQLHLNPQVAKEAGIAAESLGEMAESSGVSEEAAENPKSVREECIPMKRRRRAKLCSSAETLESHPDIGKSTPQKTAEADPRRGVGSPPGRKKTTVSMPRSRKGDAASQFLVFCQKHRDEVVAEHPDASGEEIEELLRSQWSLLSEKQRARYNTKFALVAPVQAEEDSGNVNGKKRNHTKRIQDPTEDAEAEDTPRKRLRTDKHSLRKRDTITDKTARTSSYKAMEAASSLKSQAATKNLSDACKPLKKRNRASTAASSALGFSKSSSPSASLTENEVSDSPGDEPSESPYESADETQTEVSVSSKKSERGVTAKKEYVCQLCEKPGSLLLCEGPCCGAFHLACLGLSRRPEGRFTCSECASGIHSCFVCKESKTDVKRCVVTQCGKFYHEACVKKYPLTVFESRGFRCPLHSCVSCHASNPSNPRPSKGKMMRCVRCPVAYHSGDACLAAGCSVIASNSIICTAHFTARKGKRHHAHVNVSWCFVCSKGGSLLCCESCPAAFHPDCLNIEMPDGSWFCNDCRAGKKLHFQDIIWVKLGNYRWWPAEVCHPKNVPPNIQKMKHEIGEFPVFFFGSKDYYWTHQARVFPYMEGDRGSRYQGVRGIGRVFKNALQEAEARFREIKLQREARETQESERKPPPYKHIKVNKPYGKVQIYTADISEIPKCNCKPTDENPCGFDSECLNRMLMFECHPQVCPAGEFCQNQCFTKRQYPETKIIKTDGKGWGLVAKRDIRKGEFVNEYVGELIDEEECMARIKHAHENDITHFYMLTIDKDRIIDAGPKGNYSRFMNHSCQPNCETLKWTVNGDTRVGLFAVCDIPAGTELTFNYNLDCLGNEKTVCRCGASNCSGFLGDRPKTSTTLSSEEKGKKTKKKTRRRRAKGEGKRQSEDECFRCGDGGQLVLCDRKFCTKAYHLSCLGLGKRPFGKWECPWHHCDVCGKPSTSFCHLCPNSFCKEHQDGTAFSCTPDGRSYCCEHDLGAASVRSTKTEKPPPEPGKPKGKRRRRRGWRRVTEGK
* marks the source's active call; other numbers are inactive results. The list is partial, so the mix of outcomes need not match the whole.

SMILES | NSD2 HMT inh
Cc1ccc(NC(=O)CN2C(=O)NC(Cc3c[nH]c4ccccc34)C2=O)c(Br)c1 (stereo unspecified) | 5
O=C(NCCN1C(=O)S/C(=C\c2cccs2)C1=O)[C@H](Cc1ccccc1)N1C(=O)c2ccccc2C1=O | 13
C=C(C)Cn1c(SCC(=O)NN=Cc2c(O)ccc3ccccc23)nnc1-c1ccc(Br)cc1 | -8
O=C(Cc1ccc(-n2c(=O)c3ccccc3n(Cc3cccc([N+](=O)[O-])c3)c2=O)cc1)NCC1CCCO1 (stereo unspecified) | -2
Cc1cc(C)n(-c2nc(Nc3ccccc3C)nc(-n3nc(C)cc3C)n2)n1 | 3
CC1(C)C(C=C(Cl)Cl)C1C(=O)Nc1ccc([N+](=O)[O-])cc1 (stereo unspecified) | -1
O=C(NCCc1ccccc1)C1Cc2c(-c3ccc4c(c3)OCO4)ccnc2O1 (stereo unspecified) | 0
CC(O)(c1cccc(F)c1)c1nc(-c2ccc3ccccc3c2)cs1 (stereo unspecified) | 1
COc1cc(C(O)c2nc(-c3ccc(F)c(Cl)c3)cs2)ccc1F (stereo unspecified) | 3
Cc1ccc(C(NC(=O)C2CCN(CCCOc3ccccc3)CC2)c2ccccn2)cc1 (stereo unspecified) | 3
Cc1ccc(S(=O)(=O)N2CC[C@@]3(Cc4ccccc4)Cc4ccccc4C[C@@H]23)cc1 | -4
CCn1c(COc2ccc(C)cc2)nnc1SCc1cccc(C(F)(F)F)c1 | -2
COC(=O)[C@]12C[C@H](CC(=O)NCc3cccc4ccccc34)C(=O)N(Cc3ccc4c(c3)OCO4)C1=C[C@H](COCc1ccccc1)O[C@@H]2C | -2
CC1(C(=O)NS(=O)(=O)c2ccc3c(c2)CCO3)CCN1C(=O)C1(c2ccc(Cl)cc2)CC1 (stereo unspecified) | -1
CC(=O)NC(c1ccccc1)c1nc(-c2cccnc2)cs1 (stereo unspecified) | 0
CCOC(=O)c1cc2c(=O)n3ccccc3nc2n(CCCOC)c1=NC(=O)c1cccnc1 | -1
COc1cccc(C(O)c2nc(-c3cncnc3)cs2)c1 (stereo unspecified) | 2
c1cc(-c2ccc3[nH]ccc3c2)n2ccnc2c1 | 2
OC[C@@H]1CN(Cc2ccc3c(c2)OCO3)C[C@H](n2cnc3c(NCc4ccco4)ncnc32)O1 | -1
O=S(=O)(c1ccccc1)n1cc(-c2cccc3nccn23)c2ccccc21 | 0
Nc1nc(-c2ccc(Cl)cc2)cs1 | 7
O=C(NCC(c1ccccc1)c1ccccc1)[C@H](Cc1ccccc1)NC1(C(=O)NC2CCCCC2)CCC1 | -3
CC(C)=CCN1CCN(Cc2cn[nH]c2C2CCCCC2)CC1CCO (stereo unspecified) | 1
CNc1cnc(-c2cc(OC)c(OC)c(OC)c2)cn1 | -1
Cc1ccc(NC(=O)C2(C)CCN2Cc2cccc3c2OCO3)cc1O (stereo unspecified) | 1
CCc1nc2ccc(C(=O)NCc3ccc4c(c3)OCO4)cn2c1N(C)CCC(C)C | -6
Fc1ccc(-c2cc(-c3nnc4sc(-c5ccco5)nn34)[nH]n2)cc1 | -1
Cn1cc(/C=N\NC(=O)C2COc3ccccc3O2)c2ccccc21 (stereo unspecified) | -2
O=C(C1CCCN(S(=O)(=O)c2ccc(Br)s2)C1)N1CCN(Cc2ccccc2)CC1 (stereo unspecified) | 1
COc1ccc(F)cc1-c1cc(C(=O)NCc2ccc(C(F)(F)F)cc2)[nH]n1 | 0
COc1cc(C(O)c2nc(-c3ccc4ccccc4c3)cs2)ccc1F (stereo unspecified) | 0
O=S1(=O)c2ccc(Br)cc2OC[C@@H](c2ccccc2)N1Cc1cn(CCC2OCCCO2)nn1 | 0
CCOc1ccc(NC(=O)CSc2nc3nc4c(cc3c(=O)n2CC)COC(C)(C)C4)cc1 | -1
CC1CCN(c2ccc(C(=O)O)cc2NS(=O)(=O)c2ccc(Br)s2)CC1 | 1
O=C(NCc1ccncc1)c1csc([C@@H]2O[C@H](CO)[C@@H](O)[C@H]2O)n1 | -1
CN1CCc2nc(SCc3ccc(Cl)cc3)c(C#N)c(-c3cccs3)c2C1 | 10
CC(C)NC(=O)C1(C)CCN1C(=O)c1ccccc1F (stereo unspecified) | 1
Cc1ccc(-c2c(C(=O)NC3CCCC3)oc(=O)c3ccccc23)cc1 | -4
CNc1cc(-c2cccc(OC)c2F)nc2ccnn12 | -6
COc1ccc(F)cc1-c1cc(NC=O)c2ncc(-c3cccc(C(F)(F)F)c3)n2c1 | -3
CCC(=O)N1CCC1(C)C(=O)Nc1cc(OC)ccc1OC (stereo unspecified) | -1
Cc1noc(C)c1C(=O)N1CCC1(C)C(=O)NS(=O)(=O)c1ccccc1C(F)(F)F (stereo unspecified) | 1
O=C(CSc1nnc(SCc2cccc3ccccc23)s1)c1ccc(F)cc1 | -2
O=C1N=C(C=c2ccc(=Cc3[nH]c(=O)[nH]c3O)cc2)C(=O)N1 | 1
COc1cc(C(=O)NC2CC2)cc(OC)c1OC | 1
CC1(C(=O)NS(=O)(=O)c2ccccc2)CCN1C(=O)Cc1ccc(-c2ccccc2)cc1 (stereo unspecified) | -1
COc1ccc(C(=O)Nc2nc(OCC(F)(F)F)cnc2/C=C\c2ccccc2)c(OC)c1 | -2
O=C(Cc1ccc(OCc2ccccc2)cc1)NCc1ccc2c(c1)OCO2 | -2
CCc1nc2c(OCc3c(C)noc3C)cccn2c1N(C)C(=O)C(C)C | -1
CCC(CC)C(=O)N(C)c1c(C)nc2c(OCc3ccc(C(F)(F)F)cc3)cccn12 | -1

Later entries
SMILES | NSD2 HMT inh
CC(C)c1ccc(NC(=O)c2cc(-c3cc(F)ccc3OCC3CCCO3)n[nH]2)cc1 (stereo unspecified) | -2
CSc1ccc(CN2CCC2(C)C(=O)NC2CCc3ccccc32)cc1 (stereo unspecified) | 3
Cc1nc2c(OCCOc3ccccc3)cccn2c1N(C)C(=O)CCC1CCCC1 | 22
C=CCOc1cccn2c(N(C=O)Cc3ccc(OC)cc3)c(CC)nc12 | 3
COc1ccc(NC(=O)C2(C)CCN2Cc2csc3ccccc23)cc1OC (stereo unspecified) | 2
CCCCN(C=O)c1c(CC)nc2c(OCc3ccc(Cl)cc3)cccn12 | 0
Cn1cc(-c2ccc(C(=O)NCc3cccc(Cl)c3)c3occc23)cn1 | -2
COCCNC(=O)C1(C)CCCN(Cc2cc(-c3ccccc3)n(C)n2)C1 (stereo unspecified) | 2
Cc1nccn1CC(=O)N/N=C/c1ccc(O)c(O)c1 | 8
CSc1ccc(CN2CCC(C)(Oc3cccc(Cl)c3)C2)cc1 (stereo unspecified) | 1

The list goes on.
SMILES	NSD2 HMT inh
Cc1ccc(NC(=O)NCc2ccco2)cc1[N+](=O)[O-]	3
COc1ccccc1N1CCN(C(=O)c2cnn3cccnc23)CC1	-1
COc1cccc(CNc2nc3cc(C(C)=C(C)C)sc3c(=O)n2C)c1	6
CCOc1ccc(/C=C2\NCCc3cc(OCC)c(OCC)cc32)cc1OCC	7
COc1cc(C(O)c2nc(-c3ccccc3C)cs2)ccc1F (stereo unspecified)	0
CCCNC(=O)C1(C)CCCN(Cc2cc(-c3ccccc3)nn2C)C1 (stereo unspecified)	0
Cc1nc2ccc(S(=O)(=O)NCC(=O)N(C)Cc3ccccc3F)cc2s1	0
CCNc1nc(NC(C)C)nc(ON=C(C)C)n1	-1
CCOc1ccc(-c2cc(C(=O)NCc3cc(C(F)(F)F)cc(C(F)(F)F)c3)[nH]n2)c(C)c1	-2
COc1ccc(CC(=O)Nc2nc(OCCN3CCCC3=O)cnc2-c2cccc(C(F)(F)F)c2)cc1	-2

7 entries from above, with the structure last:
NSD2 HMT inh,mol
6,COc1cccc(CNc2nc3cc(C(C)=C(C)C)sc3c(=O)n2C)c1
-2,CCOc1ccc(-c2cc(C(=O)NCc3cc(C(F)(F)F)cc(C(F)(F)F)c3)[nH]n2)c(C)c1
0,COc1cc(C(O)c2nc(-c3ccccc3C)cs2)ccc1F (stereo unspecified)
7,CCOc1ccc(/C=C2\NCCc3cc(OCC)c(OCC)cc32)cc1OCC
-2,COc1ccc(CC(=O)Nc2nc(OCCN3CCCC3=O)cnc2-c2cccc(C(F)(F)F)c2)cc1
-1,CCNc1nc(NC(C)C)nc(ON=C(C)C)n1
0,CCCNC(=O)C1(C)CCCN(Cc2cc(-c3ccccc3)nn2C)C1 (stereo unspecified)

Other results
SMILES	NSD2 HMT inh
NC(c1csc(Nc2ccc(C(=O)NCCCO)cn2)n1)C1CCCCC1 (stereo unspecified)	1
CC(C)NC(=O)C1(C)CSCC(=O)N1C1CC1 (stereo unspecified)	-2
COc1cc(C(=O)N2CCCCC2c2cc(C(=O)Nc3ccccc3)no2)cc(OC)c1C (stereo unspecified)	1
O=C1c2ccccc2C(=O)N1c1ccc(-c2nc3ccccc3o2)cc1	-1
CSCCCNC(=O)CN1C(=O)C2CCCCN2C(=O)c2ccccc21 (stereo unspecified)	-13
CNc1nc(N)c([N+](=O)[O-])c(Nc2cccc(Br)c2)n1	0
O=C(CSc1ccc(Cl)cc1)Nc1cc(-c2nc3ncccc3o2)ccc1Cl	51*
CCc1nc2ccc(C(=O)NCCCn3ccnc3)cn2c1N(C)Cc1ccc(OC)cc1	3
CC1(C(=O)NS(=O)(=O)c2ccc(F)cc2F)CCN1C(=O)Cc1cc(F)ccc1F (stereo unspecified)	-1
CCCCc1ccc(S(=O)(=O)NC(=O)C2(C)CCN2C(=O)Cc2ccccc2)cc1 (stereo unspecified)	-4
O=C(NCc1cccnc1)c1ccc2sc([C@H]3C[C@H](O)[C@@H](CO)O3)nc2c1	-1
COc1ccc(-c2cc(C(F)(F)F)c(C#N)c(SCC(=O)O)n2)cc1OC	1
CCNC(=O)C1(C)CCN(C(=O)c2ccccc2OC(F)(F)F)C1 (stereo unspecified)	-4
CCOC(=O)C1CCN(C(=O)COc2ccc(C(=O)c3ccccc3)cc2)CC1	1
Cc1ccc(C(O)c2ncc(-c3ccccc3C)[nH]2)cc1F (stereo unspecified)	3
O=C(OCC#CCSc1nnc(-c2cccc3ccccc23)o1)c1ccsc1	-4
Cc1ccc(CNC(=O)CCC2CCCN(Cc3ccc4cccc(F)c4n3)C2)o1 (stereo unspecified)	-9
O=C1NC[C@@H](Cc2cccc3ccccc23)N(CCc2cccc(F)c2)C1=O	3
Cc1cc(NS(=O)(=O)c2ccc(NC(=O)CSc3nc4sc(C)c(C)c4c(=O)n3Cc3ccco3)cc2)nc(C)n1	12
CC(=O)C(=Cc1ccccc1)c1ccccc1	0
CCNC(=O)C1CCCN(C(=O)c2ccc(C(F)(F)F)cc2)CC1 (stereo unspecified)	-1
COc1ccc(-c2cnc(C(O)c3ccc(OC)c(F)c3)[nH]2)cc1 (stereo unspecified)	1
CC(=O)Nc1cncc(-c2ccccc2CO)n1	-1
Cc1cc(C)cc(C(O)c2ncc(-c3ccc(Cl)cc3)[nH]2)c1 (stereo unspecified)	1
COc1ccc(NC(=O)C2Cc3c(-c4cccc(F)c4)ccnc3O2)cc1 (stereo unspecified)	-1
COc1ccc(-c2ccc(C(=O)NCCN3CCOCC3)c3occc23)c(C)c1	-1
COc1cc(N2C[C@@]3(O)CC[C@@H](O)[C@@H](OC)[C@@H]3[C@@](C)(O)[C@@H]2CC=C(C)C)cc(OC)c1OC	-4
COc1ccc(C2=NN(c3ccc(C=O)cc3)C(c3ccccc3)C2)cc1 (stereo unspecified)	-16
Cc1ccccc1-c1nc(NC(C)C)nc2cc(-c3ccccc3)sc12	-1
CCC[C@H]1[C@@H](NC(=O)c2cccc(C)c2)CC[C@@]23CCCN2C(=O)CCC[C@@H]13	-1
CC(=NNC(=O)CSc1nnc(-c2ccccc2)n1-c1ccccc1)c1ccc2ccccc2c1	-1
CN(C)c1ccc(-c2ccnc3c2CC(C)(C(=O)Nc2ccc4c(c2)OCO4)O3)cc1 (stereo unspecified)	11
COC(=O)[C@@H](Cc1ccccc1)NC(=O)[C@H]1O[C@@H](n2cnc3c(=O)[nH]c(N)nc32)[C@H](O)[C@@H]1O	-2
O=C(Nc1ccc(Cl)c(Cl)c1)C1CCN(c2ncccn2)CC1	-3
O=C(NCc1ccccc1Cl)C1CCCN(c2ncccn2)C1 (stereo unspecified)	-8
Cc1ccc(CC(=O)NCc2cccnc2)cc1	-1
CCCCOc1ccc(S(=O)(=O)NC(=O)C2(C)CCN2C(=O)CCc2ccccc2)cc1 (stereo unspecified)	2
c1ccc(Cn2c(SCC3CCCCC3)nnc2-c2cccnc2)cc1	-2
CN1CCN(C(=O)c2cccc(-c3ccc4nccn4c3)c2)CC1	3
CCc1nc2ccc(C(=O)Nc3ccc(OC)c(OC)c3)cn2c1N(C)Cc1cccs1	-2
O=C(CN1CCC(N2CCCCC2)CC1)N1CCOCC1	0
Cc1nc2ccc(NC(=O)c3ccc(F)cc3Cl)cc2c(=O)[nH]1	13
COc1ccc(CN2C(=O)C(CC(=O)NCCCCc3ccccc3)CC(C(=O)N3CCCCCC3)=C2C)cc1 (stereo unspecified)	-4
CC(C)N1CCc2c(sc(NC(=O)C(F)F)c2-c2nc3ccccc3s2)C1	-9
CSc1ccc(CN2CCC(C)(Oc3ccccc3C)C2)cc1 (stereo unspecified)	11
COc1ccc(C(=O)N2CCCC(c3cc(C(=O)NCc4ccc(F)cc4)no3)C2)cc1 (stereo unspecified)	-2
CCCCNC(=O)C1(N2C(=O)c3ccccc3C2=O)CCCC1	-2
CCCCCNc1ncnc2c(C)[nH]nc12	-2
Cc1ccc(S(=O)(=O)N2CCC(=O)N([C@H](COCc3ccc(C(F)(F)F)cc3)C(C)C)CC2)cc1	0
NC(CCc1ccccc1)c1csc(Nc2ccc(C(=O)NCCO)cc2)n1 (stereo unspecified)	1

Another view of some results above:
NSD2 HMT inh	canonical_smiles
11	CSc1ccc(CN2CCC(C)(Oc3ccccc3C)C2)cc1 (stereo unspecified)
1	NC(CCc1ccccc1)c1csc(Nc2ccc(C(=O)NCCO)cc2)n1 (stereo unspecified)

Pulled by structure from the list above:
SMILES	NSD2 HMT inh
Cc1nc2ccc(NC(=O)c3ccc(F)cc3Cl)cc2c(=O)[nH]1	13
NC(CCc1ccccc1)c1csc(Nc2ccc(C(=O)NCCO)cc2)n1 (stereo unspecified)	1

Source: PubChem (Broad Institute)
